M5 ag = agonists of human muscarinic M5 receptor (CHRM5). CHO-K1 hM5 cells, Fluo-8 calcium fluorescence; 0% DMSO wells, 100% maximal acetylcholine response. actives 0.19% (n = 360,000). P08912. activation, % at 3 µM;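 active means activation above the run's mean over test compounds plus 3 SD, cut at about 23% in these data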;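 further: signal is peak over basal fluorescence ratio across the kinetic read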
Target sequence (P08912 whole entry, looked up): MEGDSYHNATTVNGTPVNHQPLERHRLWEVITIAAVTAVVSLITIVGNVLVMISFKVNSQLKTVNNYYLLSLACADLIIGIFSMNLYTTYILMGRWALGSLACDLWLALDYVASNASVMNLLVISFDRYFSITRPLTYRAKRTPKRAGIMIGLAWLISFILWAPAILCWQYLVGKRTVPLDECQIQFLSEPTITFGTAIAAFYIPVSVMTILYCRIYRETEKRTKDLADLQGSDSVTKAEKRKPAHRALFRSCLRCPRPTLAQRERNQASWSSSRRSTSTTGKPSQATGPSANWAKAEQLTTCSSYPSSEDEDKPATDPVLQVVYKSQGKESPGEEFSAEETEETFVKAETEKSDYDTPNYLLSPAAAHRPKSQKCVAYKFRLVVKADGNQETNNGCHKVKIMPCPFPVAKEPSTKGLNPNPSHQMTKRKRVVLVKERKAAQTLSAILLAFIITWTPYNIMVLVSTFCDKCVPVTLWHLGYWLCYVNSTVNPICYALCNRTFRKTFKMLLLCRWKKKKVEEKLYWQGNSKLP
CHRM4 agonist = agonists of human muscarinic M4 receptor (CHRM4). P08173. CHO-K1 hM4/Gqi5, Fluo-8 calcium fluorescence; vehicle 0%, full acetylcholine response 100%. activation, % at 3 µM. actives 0.14% (n = 360,000);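 active means activation above the run mean over all test wells plus 3 SD, cut at about 32% in these data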;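 further: peak over basal fluorescence ratio per well then scaled between controls; 0% = DMSO wells and 100% = acetylcholine at EC100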
M5 antag = antagonists of human muscarinic M5 receptor (CHRM5); P08912; CHO-hM5 cells, Fluo-8 calcium fluorescence, ACh EC80; inhibition, % at 3 µM; actives 0.59% (n = 360,000);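 active means inhibition above a per-plate cutoff, the mean of that plate's test compounds plus 3 SD, cut at about 27% in these data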;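 further: 0% = acetylcholine EC80 with DMSO and 100% = DMSO without agonist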
M1 ag = activates human CHRM1 receptor | actives 0.33% (n = 360,000) | P11229 | CHO-K1 hM1, Fluo-8 calcium fluorescence, agonist mode; 0% DMSO, 100% acetylcholine EC100 | activation, % at 3 µM;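 active means activation above the run's mean compound activation plus 3 SD, cut at about 16% in these data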;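 further: peak over basal fluorescence ratio within a 140 s kinetic read after compound addition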
Target sequence (P11229 whole entry, looked up): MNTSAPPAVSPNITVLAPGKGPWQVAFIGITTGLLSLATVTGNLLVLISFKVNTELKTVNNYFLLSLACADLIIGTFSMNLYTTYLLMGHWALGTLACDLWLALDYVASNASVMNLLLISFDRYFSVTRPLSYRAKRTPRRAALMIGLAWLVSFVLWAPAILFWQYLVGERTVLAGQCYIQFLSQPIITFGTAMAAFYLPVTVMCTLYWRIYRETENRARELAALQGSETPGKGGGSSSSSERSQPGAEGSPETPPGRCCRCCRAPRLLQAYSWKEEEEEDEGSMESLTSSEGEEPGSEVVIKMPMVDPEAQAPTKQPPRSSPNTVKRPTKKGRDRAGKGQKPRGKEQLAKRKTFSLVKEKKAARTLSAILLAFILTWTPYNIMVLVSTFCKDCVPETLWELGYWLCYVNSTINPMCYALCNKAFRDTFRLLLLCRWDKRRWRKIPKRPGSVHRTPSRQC
CHRM1 antagonist = antagonists of human M1 muscarinic receptor; AID 588852; inhibition, % at 3 µM; actives 1.3% (n = 360,000); CHO-K1 hM1, Fluo-8 calcium fluorescence, ACh EC80 antagonist; P11229;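 active means percent inhibition above its own plate's cutoff, namely the mean of that plate's compound wells plus 3 SD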;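 further: peak over basal fluorescence ratio during 140 s after agonist addition; 0% = ACh EC80 plus DMSO and 100% = DMSO alone without agonist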
CHRM5 PAM = CHRM5 positive allosteric modulation. activation, % at 3 µM. actives 0.3% (n = 360,000). P08912. CHO-K1 hM5, Fluo-8 calcium, ACh EC20 PAM; 0% = ACh EC20, 100% = ACh EC100;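 active means activation above the run cutoff, the mean activation of all test compounds plus 3 SD, cut at about 18% in these data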
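system = human M5 receptor in CHO-K1 cells | reagent = EC20 acetylcholine as agonist stimulus | compound dosing = single-point, 3 µM nominal | incubation = Fluo-8 loading 80 min at 37 °C plus 30 min room temperature | detection = Fluo-8 calcium dye fluorescence, kinetic read | benchmarks = low control EC20 acetylcholine (0%), high control EC100 acetylcholine (100%)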
CHRM4 antagonist = antagonists of human muscarinic M4 receptor (CHRM4); actives 0.73% (n = 360,000); inhibition, % at 3 µM; P08173; CHO-hM4 cells, ACh EC80, Fluo-8 calcium fluorescence; AID 624125;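 active means inhibition above its plate's cutoff, the mean inhibition of sample wells plus 3 SD, cut at about 27% in these data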;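 further: 0% = acetylcholine EC80 with DMSO and 100% = DMSO without agonist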
TAAR1 agonist = human TAAR1 agonism | CHO RD-HGA16 TAAR1, Fluo-8 calcium fluorescence; vehicle wells 0%, saturating PEA agonist 100% | actives 0.99% (n = 360,000) | activation, % at 3 µM | AID 624467;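 active means activation above the mean activation of all test compounds in the run plus 3 SD, cut at about 38% in these data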
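System: CHO RD-HGA16 cells carrying human TAAR1 plus Gα16; Incubation: 17-24 h seeding, 75 min 37 °C dye, 30 min RT; Measured by: Fluo-8 fluorescence, 5 s baseline then 140 s kinetic read; Control set: DMSO and PEA EC100; Replication: single well for each compound.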
M1 PAM = potentiates human M1 receptor response to acetylcholine. P11229. CHO-K1 hM1, Fluo-8 calcium fluorescence, ACh EC20; 0% = ACh EC20, 100% = maximal ACh. activation, % at 3 µM. actives 0.088% (n = 360,000); in the data active means activation above about 19%, passing the limit was not always enough
Starred values were filed as active, the others as inactive; · = not tested or not shown. Only part of the results is shown. The share of hits here may be higher or lower than overall.

nr | molecule | M5 ag | CHRM4 agonist | M5 antag | M1 ag | CHRM1 antagonist | CHRM5 PAM | CHRM4 antagonist | TAAR1 agonist | M1 PAM
1 | N#CC(C#N)C(c1ccsc1)c1c(-c2ccccc2)[nH][nH]c1=O (stereo not drawn) | -8 | 0 | 2 | -4 | -25 | -5 | -5 | 6 | 7
2 | CCOC(=O)N1CCC(NC(=O)Cn2cc3c(n2)CCCC3)CC1 | 4 | 1 | 2 | -3 | -10 | 2 | -5 | 0 | 6
3 | CSc1ncccc1C(=O)N1CCCC(CCC(=O)NCc2ccccc2F)C1 (stereo not drawn) | -2 | 2 | -4 | -6 | -3 | 4 | 1 | 2 | 6
4 | CC(OC(=O)c1cccs1)C(=O)NCCc1ccccc1 (stereo not drawn) | -1 | 0 | -19 | 0 | -2 | 16 | -4 | 4 | 16
5 | Cc1ccc(-n2c(C)cc(C(=O)OCC(=O)N3CCOCC3)c2C)cc1 | -2 | 0 | 16 | -3 | -18 | -2 | 1 | -1 | 9
6 | CN1OC[C@@H]2CN(S(=O)(=O)c3cccc(C(F)(F)F)c3)[C@H](c3ccc(-c4cc5ccccc5o4)cc3)C[C@@H]21 | 1 | 1 | 5 | -1 | -11 | 1 | -19 | 0 | 7
7 | C(=C\c1ccccc1)/CN1CCN(C(c2cc3ccccc3o2)c2nnnn2Cc2ccccc2)CC1 (stereo not drawn) | -3 | 0 | 1 | -4 | 9 | -11 | 2 | 0 | -11
8 | Cc1ccc2nc(N)nnc2c1 | 1 | 0 | 4 | 1 | -17 | 0 | 1 | 1 | 11
9 | COC(C[C@@H]1O[C@H]1C(=O)COCc1ccccc1)OC | 4 | 2 | -1 | 3 | -22 | 4 | -1 | 3 | 30*
10 | COc1ccc(C(=O)NC(C(=O)NCC2(N3CCCCC3)CCCCC2)C(C)C)cc1 (stereo not drawn) | -2 | 2 | 8 | -7 | -7 | 5 | -7 | -3 | 12
11 | COc1ccc(NC(=O)C2CCC(=O)N2S(=O)(=O)c2ccc(C)cc2)c(OC)c1 (stereo not drawn) | 3 | 0 | -7 | -3 | -2 | -2 | 14 | 12 | -7
12 | Cc1ccc(CNS(=O)(=O)c2c(C(=O)N3CCCCCC3)c(C)n(C)c2C)cc1 | -8 | 2 | 19 | -7 | -1 | -9 | -1 | -2 | 2
13 | CC1=NC(=O)C(N=Nc2ccccc2C(=O)O)N1c1ccccc1 (stereo not drawn) | 0 | -1 | 8 | -4 | 8 | 7 | -1 | 0 | 9
14 | CCSC1=C(C#N)C(c2cccc(OC)c2)CC(=O)N1 (stereo not drawn) | -1 | 2 | -4 | -5 | -4 | 3 | -3 | -1 | 4
15 | COC(=O)c1ccc(CSc2nc(N)cc(N)n2)cc1 | 3 | 2 | 11 | 0 | -9 | -5 | -5 | 5 | 7
16 | Cc1ccc2nc(-c3ccccc3)c(Cc3ccccn3)n2c1 | -3 | 3 | 4 | -6 | -20 | -3 | -16 | 4 | 0
17 | COc1ccc(C(CC(=O)N2CCN(C)CC2)NC(=O)C(F)(F)F)cc1 (stereo not drawn) | -3 | 0 | 9 | -1 | -15 | 3 | 2 | 2 | 9
18 | O=C(CSc1ccc([N+](=O)[O-])cc1)OCC(=O)N1CCCC1=O | -6 | 1 | 9 | -1 | 3 | -11 | 4 | 6 | 11
19 | Cc1cc(C)c(-c2csc(NC(=O)COC(=O)c3ccc4c(c3)OCO4)n2)c(C)c1 | 1 | 1 | -5 | -10 | -6 | 6 | -6 | 0 | 9
20 | COc1ccc(OC)c(S(=O)(=O)Nc2cccc3ccc(O)cc23)c1 | -6 | 3 | 8 | -2 | -3 | -3 | -1 | 4 | 1
21 | COc1c(S(=O)(=O)N2CCN(C)CC2)ccc(Cl)c1Cl | 2 | 1 | 15 | -4 | 0 | -2 | 5 | 1 | 0
22 | C=CCCN(Cc1ccccc1)S(=O)(=O)c1cc(Br)ccc1Br | -7 | 0 | 8 | -4 | 7 | -11 | 4 | 2 | -12
23 | Cc1ccc(NC(=O)C(=O)NCC2OCCc3ccccc32)cc1 (stereo not drawn) | 0 | 1 | 1 | -2 | 1 | 4 | -11 | 8 | 2
24 | COCCn1c(-c2ccccc2)nc2ccccc21 | 0 | 0 | 0 | -7 | 0 | -2 | -9 | 0 | 8
25 | Cc1nc(N)[nH]c(=O)c1CCCNS(=O)(=O)c1ccc([N+](=O)[O-])cc1 | 2 | 0 | 0 | -1 | 16 | 3 | 8 | 1 | -10
26 | CCOC(=O)c1cc(OCC)c2c(ccc3cc(OC)ccc32)n1 | 1 | 1 | -4 | -2 | -6 | 0 | -1 | 0 | 1
27 | CCc1cc2c3c(c1)C(C)CC(C)(C)N3C(=O)/C2=C1\SC(=O)NC1=O (stereo not drawn) | 5 | 0 | -1 | -3 | -4 | 4 | 6 | 1 | 2
28 | O=C(Nc1ccc(F)cc1F)NC1CCCc2ccccc21 (stereo not drawn) | -4 | 1 | 11 | -6 | 1 | -2 | 8 | -1 | 1
29 | COC(=O)C(=O)/C=C(\O)c1ccc(C)cc1 | -1 | 0 | -2 | -3 | -11 | 1 | -10 | -1 | 4
30 | CCN(CC)c1ccc(NC(=O)CSc2nc3ccccc3c(=O)[nH]2)cc1 | -10 | 1 | 6 | -9 | 0 | -17 | -8 | 9 | -10

Record cards, from the list above. Order of values: M5 ag | CHRM4 agonist | M5 antag | M1 ag | CHRM1 antagonist | CHRM5 PAM | CHRM4 antagonist | TAAR1 agonist | M1 PAM
N#CC(C#N)C(c1ccsc1)c1c(-c2ccccc2)[nH][nH]c1=O (stereo not drawn) is listed as -8 | 0 | 2 | -4 | -25 | -5 | -5 | 6 | 7
CCOC(=O)N1CCC(NC(=O)Cn2cc3c(n2)CCCC3)CC1 is listed as 4 | 1 | 2 | -3 | -10 | 2 | -5 | 0 | 6
Cc1ccc(-n2c(C)cc(C(=O)OCC(=O)N3CCOCC3)c2C)cc1 is listed as -2 | 0 | 16 | -3 | -18 | -2 | 1 | -1 | 9

Additional compounds follow.
nr | molecule | M5 ag | CHRM4 agonist | M5 antag | M1 ag | CHRM1 antagonist | CHRM5 PAM | CHRM4 antagonist | TAAR1 agonist | M1 PAM
31 | COC(=O)c1ccc(COc2ccc(C=O)cc2OC)o1 | -2 | 1 | 5 | -6 | -8 | -6 | -11 | 4 | 8
32 | O=S(=O)(NCC(c1ccco1)N1CCCCC1)c1ccccc1C(F)(F)F (stereo not drawn) | -2 | 0 | 3 | -5 | 0 | 0 | 3 | -2 | 4
33 | Brc1ccc(Cn2c(-c3cncs3)nc3ccccc32)cc1 | -3 | -3 | -9 | -4 | -11 | 5 | -7 | 10 | 7
34 | O=C(NCCc1ccc(Cl)cc1)C(=O)Nc1cc2c3c(c1)CC(=O)N3CCC2 | 6 | 17 | 6 | 0 | -2 | -13 | 1 | 6 | 2
35 | CCCNC(=O)C1CCN(S(=O)(=O)c2ccc3c(c2)OCCO3)CC1 | -3 | 2 | 1 | 0 | -27 | 6 | 0 | 0 | 21
36 | CSc1ccccc1OCc1cc(C(=O)NC(C)c2cnn(C)c2)no1 (stereo not drawn) | -1 | 4 | -2 | -3 | -15 | -5 | -6 | 0 | -5
37 | CC(C)CN(C(=O)c1cccc(Cl)c1)c1c(N)n(Cc2ccccc2)c(=O)[nH]c1=O | -1 | 0 | 4 | -1 | -17 | 1 | 0 | 3 | 19
38 | O=C(NCCCCO)C(F)(F)C(F)(F)C(F)(F)C(=O)NCCCCO | 1 | 1 | -8 | -1 | 14 | -6 | 15 | 16 | -4
39 | Cc1cccc(Nc2nc3c(S(=O)(=O)c4ccccc4)nnn3c3ccccc23)c1C | -1 | 1 | 2 | -4 | -2 | -3 | 2 | 10 | 0
40 | CN(CC(=O)Nc1ccc(N2CCOCC2)cc1)CC(=O)Nc1ccccc1C#N | 1 | 2 | 0 | -2 | -8 | -4 | 3 | -1 | 11
41 | O=C1CC(c2ccc(Cl)cc2)c2c(O)cc(O)cc2O1 (stereo not drawn) | -3 | 4 | 6 | 0 | -9 | 2 | 3 | 8 | 0
42 | CCCCN(C(=O)CCOc1ccc(OCC)cc1)c1c(N)n(Cc2ccccc2)c(=O)[nH]c1=O | 0 | 0 | 10 | -2 | -15 | -1 | -7 | 1 | 3
43 | COc1ccc(NC(=O)N(C)C[C@H]2Oc3c(NC(=O)Nc4ccc5c(c4)OCO5)cccc3C(=O)N([C@H](C)CO)C[C@@H]2C)cc1 | -4 | 20 | 11 | -2 | 22 | -28 | -7 | 22 | -10
44 | CCC(C)N1CC(=O)N2Cc3[nH]c4ccccc4c3C[C@H]2C1=O (stereo partly drawn) | 3 | 4 | 3 | 4 | -12 | 3 | -13 | 10 | 6
45 | Cc1c(Cl)cccc1N=C1SCCN1C(=O)CN1C(=O)NC2(CCCC2)C1=O | -3 | 10 | 11 | -4 | -1 | -4 | -4 | 13 | 0
46 | O=C(COc1nsnc1N1CCOCC1)N1CCOCC1 | 0 | 1 | -3 | -2 | 4 | 7 | -2 | 4 | -1
47 | CCN(c1ccccc1)S(=O)(=O)c1cc(C(=O)NCc2ccccn2)ccc1C | -3 | 2 | 9 | -3 | -23 | -3 | -2 | 1 | 8
48 | CC1(C)Cc2nc(Cl)c(C#N)cc2CO1 | -4 | 0 | 0 | -13 | 11 | -3 | 9 | 7 | -5
49 | Cc1c(OCC(=O)C(C)(C)C)ccc2c(-c3ccccc3)cc(=O)oc12 | -2 | 2 | 2 | -6 | 12 | -6 | 5 | 6 | -8
50 | Cn1c(CN2CCCC2)nc2cc(NC(=O)C3CCCCC3)ccc21 | 1 | 2 | 4 | -6 | -8 | 16 | -3 | 1 | 5
51 | O=C1c2ccccc2C(=O)N1C1C(=O)N2CCSC12C(=O)OCc1ccccc1 (stereo not drawn) | -6 | 4 | -1 | -3 | -31 | -5 | -24 | 5 | 25
52 | COc1ccc(N2C(=O)CC(Sc3n[nH]c(-c4ccc(C)cc4)n3)C2=O)cc1 (stereo not drawn) | -2 | 2 | 0 | -6 | 8 | 1 | 3 | 0 | 1
53 | CC(C)(C)OC(=O)N1Cc2ccccc2C[C@H]1C(=O)NCC(=O)NC1CCCCC1 | -4 | 1 | -1 | -3 | -4 | 1 | 4 | 1 | 4
54 | N#C/C(=C\C=C\c1ccccc1)c1nc(-c2ccc(Cl)cc2)cs1 | -1 | 1 | 3 | -2 | -4 | 4 | -3 | 3 | 11
55 | COC(=O)Cc1[nH]nc2c1C1(C(=O)N(Cc3ccccc3)c3ccccc31)C(C#N)=C(N)O2 (stereo not drawn) | -1 | 1 | -3 | -3 | 4 | -1 | 7 | 5 | 3
56 | COc1ccc(/C=C/c2c(-c3ccc(OC)cc3)sc3ccc(N4CCOCC4)cc23)cc1 | -1 | 1 | 15 | -3 | -1 | 3 | 1 | · | 6
57 | Cn1c(Oc2ccc3c(c2)OCO3)nc2c1c(=O)n(Cc1ccccc1)c(=O)n2C | -2 | 5 | -12 | -1 | -4 | -2 | -1 | 14 | 3

Screening results: PubChem BioAssay, The Scripps Research Institute Molecular Screening Center
